EBNA-1 inh: blocks EBNA-1 binding to DNA. AID 1950. inhibition, % at 14.8 µM. EBNA-1 DNA binding, fluorescence polarization. 0.34% of 300,000 active; in the data active means inhibition above about 28%
ZTA DNA inh: ZTA (EBV) inhibition in EBNA-1 counter-screen. P03206. inhibition, % at 11 µM. ZTA-DNA binding, fluorescence polarization. 0.15% of 320,000 active; in the data active means inhibition above about 33%
Target sequence (P03206 whole entry, looked up): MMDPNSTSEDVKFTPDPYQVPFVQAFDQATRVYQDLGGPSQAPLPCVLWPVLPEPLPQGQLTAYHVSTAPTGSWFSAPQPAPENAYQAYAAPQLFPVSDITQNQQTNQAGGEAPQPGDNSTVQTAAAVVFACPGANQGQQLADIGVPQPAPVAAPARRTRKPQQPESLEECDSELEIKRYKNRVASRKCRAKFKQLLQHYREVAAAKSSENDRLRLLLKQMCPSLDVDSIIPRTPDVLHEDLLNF
CTSL1 counter: counter-screen for PFM18AAP inhibitors: inhibitors of F. hepatica cathepsin L1 | inhibition, % at 5.96 µM | recombinant F. hepatica cathepsin L1, Z-Leu-Arg-MCA fluorescence | 0.49% of 300,000 active | AID 1906;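 active means inhibition above the mean of all tested compounds plus 3 SD, set per screening campaign, cut at about 17% in these data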;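 further: 0% = plate median of test compound wells and 100% = 1 µM Z-Phe-Ala-diazomethylketone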
TPT1 inh: blocks Candida albicans tRNA 2'-phosphotransferase | recombinant caTPT1, FP RNA substrate dephosphorylation | inhibition, % at 5 µM | 0.81% of 300,000 active | AID 1962;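 active means inhibition above the mean of all tested compounds plus 3 SD, set per screening campaign, cut at about 24% in these data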;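 further: plate controls were DMSO alone for no effect and ferristatin control at 100 nM for full effect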
PP1 counter: PP1-alpha (human) inhibition in PP5 counter-screen; P62136; purified PP1alpha, OMFP fluorescence; inhibition, % at 6.7 µM; 0.9% of 320,000 active;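 active means inhibition above the mean inhibition of all tested compounds plus 3 SD, computed separately for each screening campaign, cut at about 15% in these data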
Target sequence (P62136 whole entry, looked up): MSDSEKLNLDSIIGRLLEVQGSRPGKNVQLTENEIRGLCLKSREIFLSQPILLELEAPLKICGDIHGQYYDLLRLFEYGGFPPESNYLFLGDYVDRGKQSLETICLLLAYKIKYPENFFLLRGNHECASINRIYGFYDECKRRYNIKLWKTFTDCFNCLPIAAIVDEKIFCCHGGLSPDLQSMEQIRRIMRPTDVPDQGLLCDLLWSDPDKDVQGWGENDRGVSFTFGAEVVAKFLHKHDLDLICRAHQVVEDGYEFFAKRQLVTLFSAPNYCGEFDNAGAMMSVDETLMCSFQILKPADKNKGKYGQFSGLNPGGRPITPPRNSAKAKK
PREPL inh: human PREPL enzyme inhibition; AID 2751; 0.68% of 320,000 active; recombinant PREPL, fluorescence polarization activity-based probe; inhibition, % at 5.96 µM; in the data active means inhibition above about 43%;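 further: 0% = enzyme with DMSO and 100% = wells lacking enzyme; many of its hits are not listed in these tables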
HCV core dimer: HCV core protein dimerization inhibition; TR-FRET GST/Flag-core106 dimerization, 1536-well; inhibition, % at 5 µM; 0.33% of 300,000 active; AID 1899;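 active means inhibition above the mean of all tested compounds plus 3 SD, set per screening campaign, cut at about 45% in these data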
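Material: Tagged HCV core106 pair (GST and Flag) | Amount: GST-core106 13.5 nM, Flag-core106 17 nM | Medium: KF-containing HEPES buffer, pH 7.45, DTT, CHAPS, BSA | Reagent: Eu donor and XL665 acceptor anti-tag antibodies | Schedule: 4 h at 22.5 °C | Technique: Time-resolved FRET, ex 340 nm, em 617 and 671 nm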
Efflux pump mplx: blocks antifungal efflux pumps in multiplex yeast assay; S. cerevisiae Candida pump triplex, Nile Red efflux; inhibition, % at 10 µM; 0.44% of 330,000 active;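 active means plate passing quality check with inhibition over a set limit, or well fluorescence over plate mean plus 4 SD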;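 further: Nile Red retained in pooled yeast measured as flow cytometry median fluorescence; 0% = buffer negative control and 100% = Enniatin B positive control; higher means more Nile Red kept so more efflux inhibition; some compounds called inactive have numbers as strong as hits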
PP5 inh: PP5 (human) phosphatase inhibition; purified PP5c, OMFP substrate fluorescence; inhibition, % at 6.7 µM; P53041; AID 1987; 0.18% of 320,000 active;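 active means inhibition above the campaign's mean inhibition across all tested compounds plus 3 SD, cut at about 9.5% in these data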;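 further: 0% = DMSO only and 100% = 100 µM cantharidin control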
Target sequence (P53041 whole entry, looked up): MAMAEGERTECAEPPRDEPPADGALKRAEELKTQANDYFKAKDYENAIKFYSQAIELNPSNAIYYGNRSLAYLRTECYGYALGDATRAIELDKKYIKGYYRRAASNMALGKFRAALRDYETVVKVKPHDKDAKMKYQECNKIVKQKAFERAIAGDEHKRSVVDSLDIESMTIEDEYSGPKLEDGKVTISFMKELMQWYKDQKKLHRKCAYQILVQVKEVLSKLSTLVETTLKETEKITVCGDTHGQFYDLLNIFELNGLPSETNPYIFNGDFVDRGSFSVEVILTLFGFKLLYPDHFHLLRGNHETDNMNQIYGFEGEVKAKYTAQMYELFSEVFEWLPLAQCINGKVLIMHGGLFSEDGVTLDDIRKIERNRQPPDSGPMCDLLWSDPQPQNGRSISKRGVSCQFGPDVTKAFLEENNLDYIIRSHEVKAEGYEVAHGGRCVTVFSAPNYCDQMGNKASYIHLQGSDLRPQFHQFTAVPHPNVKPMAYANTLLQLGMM
* = called active by the depositor; nt = no result given. Some of the compounds tested. The share of hits here may be higher or lower than overall.

SMILES	EBNA-1 inh	ZTA DNA inh	CTSL1 counter	TPT1 inh	PP1 counter	PREPL inh	HCV core dimer	Efflux pump mplx	PP5 inh
Cc1cc(Cl)c2oc(C(=O)NCCC3CCCCO3)c(C)c2c1 (stereo not given)	-2	-3	0	-2	-3	5	0	-6.4	3.5
CC12CCC(=O)N1C(C(=O)OCC(=O)Nc1ccc(C(F)(F)F)cc1)CS2 (stereo not given)	nt	6	nt	nt	2	19	nt	-0.1	0.1
CN(c1ccccc1)S(=O)(=O)c1cc(C(=O)NCCCn2ccnc2)ccc1Cl	nt	-5	nt	nt	-5	-1	nt	-0.3	-0.1
CCOC(=O)N1CCN(C(=O)C2CCN(c3nnc(-n4cccc4)s3)CC2)CC1	-5	-3	-1	2	-5	3	1	0.0	2.8
c1ccc2c(NCC3CCCO3)nc(-c3ccncc3)nc2c1 (stereo not given)	-3	-22	1	7	-7	6	-3	0.1	1.3
CCc1cccc(NC(=O)Cn2ncn3c(cc4ccccc43)c2=O)c1	-11	-6	2	4	2	7	36	0.3	-1.3
CCN(CC)C(=O)CN1CCC(n2c(C)nc3cc(C(F)(F)F)ccc32)CC1	-7	-8	-2	-3	0	6	-7	0.1	2.3
CN(CC1COc2ccccc2O1)C(=O)c1cc(COc2c(F)cccc2F)on1 (stereo not given)	-2	-11	3	0	3	-23	2	0.6	4.4
CCC(C)(C)n1nnnc1C(c1cc2cc3c(cc2[nH]c1=O)OCO3)N1CCCCC1 (stereo not given)	3	-7	2	1	-2	10	-1	-0.3	-0.9
COc1ccc2c(c1)CC/C(=C\c1ccc(OC)c(Cn3nc(C)cc3C)c1)C2=O	0	-6	-2	-2	4	31	17	0.4	5.0
COCCNC(=O)CC(NS(=O)(=O)c1ccc(NC(C)=O)cc1)C(C)C (stereo not given)	9	8	3	-2	-2	3	4	-0.1	0.4
C=CCn1c(SCC(=O)NCC2CCCO2)nc2scc(-c3ccc(OC)cc3)c2c1=O (stereo not given)	-1	7	4	0	0	21	0	0.1	1.9
CC(NC(=O)CCNC(=O)c1ccccc1Cl)C1CC2CCC1C2 (stereo not given)	3	0	-1	-3	-2	0	-2	-0.1	1.9
Cc1ccc(Cn2c(CN3CCOCC3)nc3c2c(=O)n(C)c(=O)n3C)cc1	-4	-18	7	-1	0	13	3	-0.3	-8.8
CCn1ccnc1CN(C)C(=O)CC1C(=O)NCCN1Cc1c(F)cccc1Cl (stereo not given)	0	-2	3	-8	2	8	1	-0.1	-1.0

Four compounds from above, sorted by the number in EBNA-1 inh, lowest first:
| smiles | EBNA-1 inh | TPT1 inh | PREPL inh | HCV core dimer | Efflux pump mplx | PP5 inh |
| --- | --- | --- | --- | --- | --- | --- |
| CCc1cccc(NC(=O)Cn2ncn3c(cc4ccccc43)c2=O)c1 | -11 | 4 | 7 | 36 | 0.3 | -1.3 |
| CN(CC1COc2ccccc2O1)C(=O)c1cc(COc2c(F)cccc2F)on1 (stereo not given) | -2 | 0 | -23 | 2 | 0.6 | 4.4 |
| COc1ccc2c(c1)CC/C(=C\c1ccc(OC)c(Cn3nc(C)cc3C)c1)C2=O | 0 | -2 | 31 | 17 | 0.4 | 5.0 |
| COCCNC(=O)CC(NS(=O)(=O)c1ccc(NC(C)=O)cc1)C(C)C (stereo not given) | 9 | -2 | 3 | 4 | -0.1 | 0.4 |

Going on with the list:
SMILES	EBNA-1 inh	ZTA DNA inh	CTSL1 counter	TPT1 inh	PP1 counter	PREPL inh	HCV core dimer	Efflux pump mplx	PP5 inh
CCOC(=O)c1c(NC(=S)Nc2ccccc2C)sc2c1CCC2	-7	19	3	1	1	-1	13	-0.2	-2.6
O=C(CSC(=S)N1CCCCC1)c1ccccc1	10	2	0	1	-2	8	8	0.0	3.1
O=c1[nH]cnc2scc(-c3cccs3)c12	4	-5	-4	-1	0	-2	-2	-0.1	1.3
CCOC(=O)C1(CCc2ccccc2)CCN(C(=O)c2cnc(C)cn2)CC1	-9	-20	1	-4	-2	11	1	-0.2	-0.1
Cc1ccc(-c2csc3ncn(C(C)C(=O)O)c(=O)c23)cc1 (stereo not given)	-7	-18	-2	-1	-6	-6	5	0.0	-0.1
Cc1ccc(C(=O)Nc2cccnc2)cc1S(=O)(=O)N1CCCCCC1	-14	-8	-18	-2	8	-5	-33	0.1	1.7
Cc1nn(-c2cc(C(F)(F)F)ccc2Cl)c2nc(C(Cl)(Cl)Cl)[nH]c(=O)c12	5	8	0	-5	14	-10	6	0.1	2.1
CCCc1cc(=O)oc2cc(C)cc(OCc3nn[nH]n3)c12	7	7	-2	0	3	3	0	-0.1	-1.9
CS(=O)Cc1cc(Oc2ccccc2)nc(-c2ccncc2)n1 (stereo not given)	-3	-7	4	0	-3	13	-4	0.1	3.5
O=C(NCc1ccncc1)C(=O)NCC1OCCN1S(=O)(=O)c1ccc(Br)cc1 (stereo not given)	5	7	-2	-3	-4	-3	10	0.1	0.3
Nc1nc(CN2CCCCCC2)nc(Nc2ccccc2)n1	-1	15	-5	2	3	7	6	0.2	-3.2
COc1ccc(/C=C2\SC(=S)N(CCCC(=O)Nc3ccccn3)C2=O)cc1OC	0	4	3	32*	10	2	5	0.3	3.2
COCCN(C(=O)CN1CCc2ccccc2C1)c1c(N)n(Cc2ccccc2)c(=O)[nH]c1=O	9	17	-2	3	-4	5	1	-0.1	-1.9
CCCCc1ccc(/C(C)=N/NC(=O)C2CCCC2)cc1	-6	6	1	2	-1	4	0	0.1	-1.2
Cc1c(NC(=O)c2noc(C(C)C)c2[N+](=O)[O-])c(=O)n(-c2ccccc2)n1C	-2	5	1	6	2	6	-6	0.0	-0.9

With a hit mark in TPT1 inh, among the entries above:
Structure	EBNA-1 inh	TPT1 inh	PREPL inh	HCV core dimer	Efflux pump mplx	PP5 inh
COc1ccc(/C=C2\SC(=S)N(CCCC(=O)Nc3ccccn3)C2=O)cc1OC	0	32*	2	5	0.3	3.2

(cont.)
SMILES	EBNA-1 inh	ZTA DNA inh	CTSL1 counter	TPT1 inh	PP1 counter	PREPL inh	HCV core dimer	Efflux pump mplx	PP5 inh
CC(C)c1ccc(OCC(=O)NC(Cc2c[nH]c3ccccc23)C(=O)O)cc1 (stereo not given)	0	1	-4	-2	1	-4	21	0.0	1.4
O=c1oc2ccccc2c(NCCc2ccccc2)c1[N+](=O)[O-]	-2	-10	0	0	1	10	-3	-0.1	0.6
O=C(c1ccccc1)[C@H]1[C@H](c2ccccc2)[C@@]2(N=C(c3ccccc3)OC2=O)C2c3ccccc3C=NN21 (stereo not given in full)	15	6	-1	-1	3	7	10	0.0	-0.2
O=C(NNC(=O)c1ccc(-c2ccccc2)cc1)Nc1ccccc1	4	-11	-1	1	5	11	4	0.3	2.8
CCn1ccnc1CN(C)C(=O)c1cc(COc2ccc(Cl)cc2OC)on1	-6	-3	5	2	-3	15	-1	-1.3	-4.6
COc1cc(NC(=O)C2CCN(S(=O)(=O)c3ccc(Cl)cc3)CC2)ccc1-n1cnnn1	2	9	3	-1	-4	8	2	0.1	1.5
COc1ccc(CNCc2ccncc2)c(OC)c1	-17	-6	-7	3	0	3	-1	0.2	-6.4
O=C(O)C1C(C(=O)O)C1(c1ccccc1)c1ccccc1 (stereo not given)	3	-1	-1	-2	-1	-1	-3	-0.1	-2.7
COc1cccc(-c2nnn(CC(C)=O)n2)c1	1	15	-1	-6	-1	0	-5	0.0	0.8
Cc1ccc(C2C=C(c3ccc4c(c3)OCO4)Nc3ncnn32)cc1 (stereo not given)	2	1	9	-11	-3	-30	6	0.0	0.7
Cc1ccc(C(=O)CCC(=O)O)cc1	3	-10	1	0	1	11	-20	-0.1	2.9
CC1=NNC(=O)C1CCC(=O)N/N=C(\C)c1ccccc1 (stereo not given)	-8	-14	-19	-4	-1	3	1	0.0	2.8
Cc1cc2oc(=O)cc(CN3CCOCC3)c2cc1C(C)C	5	5	1	1	3	-4	8	0.0	1.9
CCN(CC)CCCNC(=O)Cn1cnc2sc(C)c(S(=O)(=O)N3CCN(c4ncccn4)CC3)c2c1=O	-2	3	1	5	0	-5	-1	0.4	-0.1
O=C(CSc1nc2ccccc2o1)N/N=C/c1ccc(O)c(O)c1	5	-2	-1	-3	0	9	-5	0.0	-0.2
COc1ccccc1NC(=O)c1ccc(-n2ccnc2)c([N+](=O)[O-])c1	-8	-6	2	0	-1	24	-1	0.3	-3.2
C/C(=N\NC(=O)Cn1ccc(C(F)(F)F)n1)c1ccc(N2CCOCC2)cc1	3	1	1	1	-3	11	-3	-0.3	0.2
COc1cc(NC(=O)Cc2ccc(F)cc2)cc(OC)c1OC	0	0	-3	-3	0	7	1	-0.1	-0.2
COC(=O)c1cc(NC(=O)c2cccc(C(F)(F)F)c2)c(=O)oc1C	6	-4	0	5	-5	6	1	0.0	-0.9
O=C(CSc1ccccc1C(=O)O)c1ccccc1	-18	-1	-5	-1	0	-6	-7	0.3	3.1
CCOc1ccc(N(CC)C(=O)COc2cc(=O)n(C)c3ccccc23)cc1	11	3	1	-1	-1	-22	7	0.1	0.0
Cc1ccc(C(C)C)c(OCC(=O)N2CCN(c3ncccn3)CC2)c1	nt	-1	nt	nt	-7	2	nt	0.0	1.2
Cc1nc2scc(-c3cccs3)c2c(=O)n1-n1cccc1	5	2	1	-2	2	-1	9	0.0	4.0
COc1ccc(-c2csc3ncnc(N4CCN(c5cccc(Cl)c5)CC4)c23)cc1	7	-2	-2	1	-1	0	-3	0.1	2.8
COc1ccc(C2CC(c3ccccc3)=NN2C(=O)COC(=O)c2ccc(Cl)nc2)cc1 (stereo not given)	-4	-5	-6	-1	14	1	21	0.0	3.4
CCOc1ccc2c(=O)c(Oc3ccccc3)c(C)oc2c1	-16	139*	1	10	0	8	13	0.5	2.5
O=C(CSc1nnc(Nc2ccccc2F)s1)Nc1cccc(S(=O)(=O)N2CCCCC2)c1	7	3	1	0	0	-16	15	-0.1	5.4
COc1ccc(NC(=O)CSc2nc(N)c(C(=O)Nc3ccc(N(C)C)cc3)s2)cc1	-19	-7	0	0	-5	32	-4	0.3	-4.8
CCN(C(=S)Nc1ccc(OC(F)F)cc1)C1CCCCC1	4	-8	5	2	0	3	6	0.0	3.3
Cc1ccc(OS(=O)(=O)c2ccc(-c3csc(C)n3)s2)c(C)c1	0	25	-2	-2	2	6	3	-0.3	-1.0
CCOC(=O)CN1C2=NCCCN2c2ccccc21	6	7	0	-2	-3	-1	-2	-0.1	-0.5
COc1cccc(C(=O)OCC(=O)Nc2sc3c(c2C(N)=O)CCC3)c1O	nt	8	nt	nt	8	11	nt	-0.1	0.3
CCC(=O)Nc1ccc(NC(=O)c2c(C)nc3ccccn23)cc1	-11	-5	3	-1	-2	2	-5	-0.1	1.6
CC1(C)CC(=O)/C(=N/Nc2ccc(Cl)cc2)CO1	2	5	0	-1	-2	10	-4	-0.1	-2.1
Cc1cccc(-c2noc(CN(C(=O)c3c(-c4ccccc4Cl)noc3C)C(C)C)n2)c1	0	11	3	-2	-1	4	4	0.4	6.2
COc1ccc(/C=C/C(=O)Nc2nnc(C(C)C)s2)cc1OC	-2	0	2	0	3	5	-4	-0.1	-2.0
COc1ccc(NC(=O)CCN2CCN(C/C=C/c3ccccc3)CC2)cc1	-3	-6	4	2	0	25	-2	0.1	-0.3
Cc1ccc(C)c2[nH]c(=O)c(CCNS(=O)(=O)c3ccccc3)cc12	9	-1	4	0	-2	1	-2	-0.2	1.4
CC(C)c1c(O)nc(SCC(=O)N2CCCCC2)[nH]c1=O	2	-10	4	-3	-1	6	-7	0.0	-0.1
CN(CC(=O)O)S(=O)(=O)c1ccc2oc3ccccc3c2c1	7	1	1	-1	-2	-5	10	-0.1	-0.7
O=C(O)c1cccc(NC(CNS(=O)(=O)c2ccc(Cl)cc2)c2ccccc2)c1 (stereo not given)	2	-2	3	0	0	29	13	-0.1	-0.1
O=C(Nc1ccccc1Cl)C1C(c2ccccc2)C1(Cl)Cl (stereo not given)	-2	8	3	-2	0	-1	5	-0.1	0.7

Compound activity as filed in PubChem BioAssay.
